Source: PubChem BioAssay (National Center for Advancing Translational Sciences (NCATS))
BCR signal inh: inhibitors of chronic active B-cell receptor signaling; 340,000 tested, 0.05% active; ABC-DLBCL IkBa-CBG/CBR reporter, luminescence ratio, 4 h; Potency, µM (titrated, usually from 46.1 µM), without a hit: at the highest dose ratio change, negative = lower green/red ratio, actives largely listed as inhibitors; active = well fitted inhibition curve with a large enough effect in the signal ratio, with a control signal flat, not every such curve was filed as active; inconclusive = small, poorly fitted or top-dose-only effect, or effect the other way, or a change in a side signal; the % refers to the signal ratio;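 note: potency is the fitted concentration of half-maximal effect; plate controls were basal doxycycline-induced cells for no effect and cells given 10 µM MG132 for full effect; MG132 reads +100%, hits lower the ratio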
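Doxycycline induced both beetle luciferases in TMD8 lymphoma cells; IKK-driven degradation limits the IkappaBalpha-fused green signal, while red luminescence normalises for cell number and nonspecific effects. Compounds tested up to 46 uM, 4 hrs.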
uPA generation: cell surface uPA generation inhibition | cell surface uPA generation assay, qHTS | Potency, µM (doses to about 38.3 µM), for inactives: at the top dose activity change, negative = inhibition, usual class: inhibitors | 330,000 tested, 0.31% active | AID 540303; active = well fitted inhibition curve with a large enough effect; inconclusive = small, poorly fitted or top-dose-only effect; inactive = no such curve, though single readings can be large or run the other way; tested in mouse RAW 264.7 cells; note: potency is the fitted concentration of half-maximal effect; % is set by controls: 0 for no effect and ±100 for the full control effect; nearly all actives have a fitted effect of over 55% in size
USP2a inh: blocks human ubiquitin-specific protease USP2a; 330,000 tested, 0.01% active; USP2 core, Ub-CHOP2 coupled fluorogenic reporter, 485/531; Potency, µM (highest dose often 38.3 µM), inactives show at the top dose activity change, negative = inhibition, hits mostly inhibitors;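 note: potency is the fitted concentration of half-maximal effect; plate controls were DMSO wells for no effect and full inhibition by NEM control for full effect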
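Deubiquitinase activity read as fluorescence (485/531 nm) after Ub-CHOP2 cleavage activates the enterokinase reporter on its substrate; USP2 core 10nM, Ub-CHOP2 and substrate 25nM each, 30min compound preincubation then 60min RT; data normalized to NEM, curves fitted.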
Mito fusion yeast: mitochondrial division inhibition or fusion activation; S. cerevisiae fusion-defective mutant growth rescue, CellTiterGlo 48 h; Potency, µM (titrated, usually from 46.1 µM), without a hit: at the top dose growth rescue (activation), usual class: activators; AID 485298; 320,000 tested, 0.23% active;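 note: potency is the fitted concentration of half-maximal effect; % of control where 0% means no effect; nearly all actives have a fitted effect of over 45% in size; temperature-sensitive fusion mutants such as fzo1-1 at 37 °C on non-fermentable ethanol glycerol medium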
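Luminescent cell viability in 1536-well qHTS format served as the measure of rescued growth in ts fusion-mutant S. cerevisiae cultured on non-fermentable YPEG for 48 hours at 37C.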
TCR act: activates T cell receptor signaling; 330,000 tested, under 10 active; Potency, µM (series often up to 9.22 µM), for inactives: top-dose activation of IL-2 secretion, hits mostly activators; AID 504894; primary human leukocytes, anti-CD3, IL-2 HTRF, 48 h; note: % of control where 0% means no effect
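Primary human leukocytes receive a-CD3 beads and test compound and are incubated 48 hr. Secreted IL-2 is then assayed by HTRF, measuring 665nm acceptor emission after 320nm excitation of the europium donor.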
Tb PFK block: T. brucei PFK enzyme inhibition | Potency, µM (titrated, usually from 57.5 µM), for inactives: at the top dose activity, negative = inhibition, actives largely listed as inhibitors | T. brucei PFK, ADP-Glo luminescence | O15648 | 330,000 tested, 0.17% active;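 note: potency is the fitted concentration of half-maximal effect; 0% = uninhibited 1x PFK enzyme wells and -100% = no-enzyme wells; nearly all actives have a fitted effect of over 60% in size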
Target sequence (O15648 whole entry, looked up): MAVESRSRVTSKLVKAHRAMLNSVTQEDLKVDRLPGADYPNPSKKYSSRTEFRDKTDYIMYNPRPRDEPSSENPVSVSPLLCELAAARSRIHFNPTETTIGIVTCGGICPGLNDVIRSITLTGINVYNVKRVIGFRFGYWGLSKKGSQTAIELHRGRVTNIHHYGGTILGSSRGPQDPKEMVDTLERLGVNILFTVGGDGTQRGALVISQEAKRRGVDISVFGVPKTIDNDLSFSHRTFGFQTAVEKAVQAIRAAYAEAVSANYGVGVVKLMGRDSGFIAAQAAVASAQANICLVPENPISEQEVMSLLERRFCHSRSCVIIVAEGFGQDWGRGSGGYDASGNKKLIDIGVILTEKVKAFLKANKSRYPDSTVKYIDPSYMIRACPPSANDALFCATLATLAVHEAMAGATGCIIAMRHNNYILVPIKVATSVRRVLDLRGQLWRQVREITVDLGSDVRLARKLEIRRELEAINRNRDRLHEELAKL
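ADP-Glo luminescence quantified ADP after 45 min at room temperature, with 1.25 nM T. brucei PFK, 0.1 mM ATP and 0.5 mM fructose-6-phosphate in pH 8.0 TEA buffer. qHTS titrations up to 57 µM; curves classified by quality.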
Eya2 inh: blocks the phosphatase activity of human Eya2; recombinant Eya2, OMFP fluorescence dephosphorylation (OMFP is methylfluorescein phosphate); Potency, µM (highest dose often 76.9 µM), inactives show at the top dose activity, negative = inhibition, hits mostly inhibitors; 330,000 tested, 0.006% active; note: potency is the fitted concentration of half-maximal effect; % is set by controls: 0 for no effect and ±100 for the full control effect
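Eya2 protein (added as 0.2 uM solution) was preincubated with compound for 10 min at ambient temperature in 50 mM HEPES pH 7.5, 50 mM NaCl, 5 uM MgCl2, 0.05% BSA, 1 mM DTT. OMFP (added at 50 uM) then reacted 10 min; fluorescence read at 485/525 nm.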
B2AR arrestin: recruits beta-arrestin to the human beta2-adrenergic receptor; P07550; beta-arrestin recruitment to beta2AR, cell-based reporter; Potency, µM (series often up to 46.1 µM), without a hit: top-dose activation, most hits filed as activators; 330,000 tested, 0.02% active;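 note: potency is the fitted concentration of half-maximal effect; 0% = DMSO controls and full agonism = EC100 isoproterenol or metaproterenol; nearly all actives have a fitted effect of over 65% in size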
Target sequence (P07550 whole entry, looked up): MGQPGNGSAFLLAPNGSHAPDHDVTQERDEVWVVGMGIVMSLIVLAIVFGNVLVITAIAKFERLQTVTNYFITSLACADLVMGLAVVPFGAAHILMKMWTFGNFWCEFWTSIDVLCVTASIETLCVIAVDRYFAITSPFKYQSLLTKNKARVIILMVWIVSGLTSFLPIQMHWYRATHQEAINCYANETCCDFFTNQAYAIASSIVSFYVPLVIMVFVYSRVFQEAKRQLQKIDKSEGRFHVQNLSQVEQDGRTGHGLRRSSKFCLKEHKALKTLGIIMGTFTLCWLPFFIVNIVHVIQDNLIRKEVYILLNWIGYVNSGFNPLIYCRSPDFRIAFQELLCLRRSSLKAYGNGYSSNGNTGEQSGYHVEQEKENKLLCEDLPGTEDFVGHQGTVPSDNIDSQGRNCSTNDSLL
TSHR antag: antagonists of human thyroid stimulating hormone receptor; P16473; TSHR-expressing cells, TSH-stimulated cAMP HTRF, 2 h; active compounds read low; activity change, negative = inhibition, % at 11.5 µM; 330,000 tested, 0.2% active; AID 504810;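 active = activity change below a set negative limit, meaning inhibition stronger than a set level, cut at about -70% in these data; inconclusive = activity change between two set negative limits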; note: % is set by controls: 0 for no effect and ±100 for the full control effect
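Antagonism was scored as loss of TSH-driven cAMP in TSHR cells, stimulated with 4nM TSH (EC80) for 2 hours at 37 deg C and detected by homogeneous HTRF competition immunoassay.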
ELG1 repair inh: ELG1-dependent DNA repair inhibition | HEK293T ELG1-luciferase reporter, luminescence, 16 h; DNA damage induced by 5-fluorouridine | Potency, µM (titrated, usually from 46.1 µM), inactives show at the top dose activity change, negative = inhibition, most hits filed as inhibitors | AID 504467 | 330,000 tested, 2.3% active; note: potency is the fitted concentration of half-maximal effect; % is set by controls: 0 for no effect and ±100 for the full control effect; nearly all actives have a fitted effect of over 55% in size
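DMSO vehicle served as the neutral condition. Each well held 2,000 cells given 5-fluorouridine plus compound; after 16 hr at 37 °C/5% CO2, ONE-Glo was added and luciferase measured 30 min later.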
TSG101-PTAP inh: blocks PTAP/TSG101 interaction to inhibit HIV-1 budding. Q99816. Fluorescence polarization, FITC-PTAP peptide / Tsg101 binding. Potency, µM (series often up to 115 µM), for inactives: top-dose activity change, negative = inhibition, actives largely listed as inhibitors. 340,000 tested, under 10 active; active = well fitted inhibition curve with a large enough effect in the main read-out, with a control signal flat, not every such curve was filed as active; inconclusive = small, poorly fitted or top-dose-only effect, or effect the other way, or a change in a side signal; inactive = no such curve, though single readings can be large or run the other way; note: potency is the fitted concentration of half-maximal effect; % of control where 0% means no effect
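FP read-out: FITC-PTAP peptide, 50 nM final, binding Tsg101 binding domain, 10 uM final; 20 min, r.t.; 10 mM HEPES pH 7.5, 0.15 M NaCl, 0.01% Tween 20, 3 mM EDTA, 0.1 mM TCEP.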
Numbers without * were called inactive; ? = inconclusive; / = no result given; [ ] = dose if it differs, or a comment. Unless noted, calls come from the whole dose curve; as a rule, active = well fitted curve in the direction sought with a large enough effect; inconclusive = small, poorly fitted or top-dose-only effect, or another doubt; inactive = no such curve, though single readings can be large; an effect the other way counts as inactive or inconclusive.

SMILES | BCR signal inh | uPA generation | USP2a inh | Mito fusion yeast | TCR act | Tb PFK block | Eya2 inh | B2AR arrestin | TSHR antag | ELG1 repair inh | TSG101-PTAP inh
CN(N=Nc1cccc([N+](=O)[O-])c1)c1cccc([N+](=O)[O-])c1 | ? | -3% | -1% | 6% | -8% | 3% | -2% | -0.1% | -13 | ? | -4%
CC(=O)C1=C(Nc2ccccc2)CC(C)(O)C(C(C)=O)C1c1ccccc1 (configuration not stated) | 1% | 2% | -6% | 0% | -26% | -1% | 0% | 4.1% | -3 | -2% | -1%
S=C(NCc1ccccc1)N1CCc2ccccc2C1 | 22% | / | -1% | 2% | 4% | -2% | -5% | -0.3% | -1 | ? | -1%
CN(Cc1nc(-c2cccs2)no1)CC1COCCO1 (configuration not stated) | 17% | 6% | -3% | 5% | -7% | -2% | -15% | 5.1% | -4 | ? | -4%
O=C(CSc1nc2ccccc2c(=O)[nH]1)Nc1ccc(C(=O)O)cc1 | ? | -2% | 1% | 4% | 9% | 13% | 3% | 0.0% | -2 | 22% | -2%
COc1cc(NC(=O)c2ccno2)cc(C(=O)Nc2cccc(C(F)(F)F)c2)c1 | -4% | -13% | -18% | 26% | -5% | -7% | -12% | -1.0% | -5 | ? | -1%
COc1ccc(CN2CCNC(=O)C2CC(=O)NCCCn2cccn2)cc1C (configuration not stated) | 0% | -5% | -1% | -1% | 2% | -4% | -14% | -0.7% | 5 | ? | -2%
Cc1ccc(NC(=O)CSc2ccc3nnc(CCNC(=O)c4ccccc4)n3n2)c(C)c1 | -7% | 9% | 4% | -6% | 2%[46.1 µM] | -1% | -5% | -0.1% | -1 | -7% | 0%
O=C(CN1C(=O)c2ccccc2S1(=O)=O)NCCc1ccccc1 | ? | -1% | -3% | 18% | 1% | -10% | 10% | 0.4% | -6 | ? | -3%
CN1CCN(CC(O)COC(c2ccccc2)c2ccccc2)CC1 (configuration not stated) | 4% | -5% | -6% | 4% | 2% | -1% | -7% | 0.0% | -1 | 2% | -5%
O=C(OCC(=O)N1CCN(c2ccccc2)CC1)c1ccco1 | 2% | -3% | 3% | 0% | -7% | -16% | -4% | 0.0% | 2 | 13% | 0%
COc1ccc(S(=O)(=O)Nc2c(C)nc3nc(C)[nH]n3c2=O)cc1 | -7% | 2% | 0% | 7% | 5% | -3% | 3% | -0.9% | 39 | 12% | -3%
Cc1sc2nc(CSc3ccc([N+](=O)[O-])cc3)[nH]c(=O)c2c1C | -16% | / | 3% | 8% | / | -1% | 3% | -0.7% | -2 | 1% | /
O=C(c1cccc2ccccc12)N1CCN(c2ccc([N+](=O)[O-])c(NCc3ccco3)c2)CC1 | 5% | -6% | 3% | -3% | -4%[46.1 µM] | 0% | 0% | -0.8% | -1 | -23% | -4%
NC(=O)Cc1ccc(C(=O)CSc2nnc(-c3ccncc3)n2C2CC2)s1 | 7% | 5% | 0% | / | -4%[46.1 µM] | 15% | 2% | -0.4% | 2 | 3% | -1%
COc1cccc(OC)c1C(=O)Nc1ccccc1C(=O)N1CCOCC1 | -5% | / | -3% | -1% | 7% | -7% | -32% | -0.2% | 5 | 1% | -3%
COc1ccccc1C(=O)N1CCN(C(=O)c2ccncc2)CC1 | ? | -6% | -4% | -2% | -2% | 0% | -16% | -0.9% | 12 | 3% | -8%
CC(C)(C)C1CCC(=NNS(=O)(=O)c2ccc(Br)cc2)CC1 (configuration not stated) | -2% | -3% | -4% | -8% | -5%[46.1 µM] | 0% | -4% | -0.7% | 4 | 11% | -6%
CCOc1ccc(C(=O)OCC(=O)NCCNC(=O)COC(=O)c2ccc(OCC)cc2)cc1 | 0% | 1% | 1% | 0% | 4% | -1% | -4% | 0.4% | 5 | -1% | 0%
N#CC(c1ccc(Cl)cc1)c1nc2ccccc2nc1C(F)(F)F (configuration not stated) | 12% | 1% | 4% | -6% | 4% | 6% | 11% | 0.2% | -25 | 4% | -7%
O=C(CCS(=O)(=O)c1cccc2nonc12)NC1CCCCCC1 | -18% | 5% | 0% | -5% | 0% | -1% | 6% | -0.6% | 3 | ? | -4%
COC(=O)c1cccc(Cn2c(Cl)c(/C=N/Nc3ccccc3C)sc2=O)c1 | ? | -7% | 1% | -2% | -3%[46.1 µM] | 24% | 1% | -0.2% | -10 | -20% | 6%
CCC(CC)c1nnc(NC(=O)C2CSC3(C)CCC(=O)N23)s1 (configuration not stated) | -8% | 1% | 1% | 4% | 6% | -1% | 2% | 0.0% | -7 | -2% | 0%
O=C(C1=C[C@H](c2ccc3c(c2)OCO3)C[C@H](OCCCCO)O1)N1CCN(Cc2ccccc2)CC1 | 2% | -4% | -3% | -2% | -2% | 2% | -8% | 0.4% | -1 | 8% | -4%
N/C(COc1ccc(Cl)cc1Cl)=N\NS(=O)(=O)c1ccccc1 | -3% | 7% | -1% | -2% | -7% | -4% | 2% | -0.2% | 8 | 11% | -2%
COC(=O)c1sccc1NC(=O)CSCCc1ccncc1 | ? | 2% | 2% | 6% | -8% | 0% | 3% | -1.0% | 7 | 0% | -3%
COc1cccc(NC(=O)C(Sc2nnc(-c3ccncc3)n2-c2ccc(Cl)cc2)c2ccccc2)c1 (configuration not stated) | 4% | -9% | -1% | 4% | 3%[46.1 µM] | 2% | 9% | 0.2% | -9 | -17% | -6%
O=C(COC(=O)/C=C/c1ccc([N+](=O)[O-])cc1)NC(c1ccccc1)c1ccccc1 | -1% | -2% | -2% | -3% | 11%[46.1 µM] | 1% | -6% | -2.4% | 4 | -3% | -3%
CCC(c1nnnn1C1CCCC1)N1CCN(c2cccc(OC)c2)CC1 (configuration not stated) | -6% | -4% | -1% | 9% | 5% | -9% | -4% | -0.7% | -6 | -11% | -5%
Cc1cc(C)n(CCCNC(=O)CN(C)S(=O)(=O)c2ccc(Cl)cc2)n1 | 2% | -1% | 0% | 1% | -6% | -4% | 13% | -0.2% | 5 | 7% | -2%
Cc1cc(/C=C2\Sc3ccccc3N2C)cc(C)[n+]1CC1CCCO1 (configuration not stated) | ? | -17% | 2% | 1% | 11% | 1% | -13% | -0.1% | -45 | ? | -9%
CC1=C(C(=O)OC(C)C)C(C2CC=CCC2)NC(=O)N1 (configuration not stated) | ? | -1% | 4% | -2% | -7% | -11% | 9% | -0.1% | 2 | -7% | -8%
CCCC(NS(=O)(=O)c1ccc(-c2ccc(=O)[nH]n2)s1)c1cccs1 (configuration not stated) | 13% | 5% | 2% | 2% | 2% | -1% | -2% | 5.0% | 15 | ? | -6%

A stretch from the list above, as a working copy:
SMILES | BCR signal inh | uPA generation | USP2a inh | Mito fusion yeast | TCR act | Tb PFK block | Eya2 inh | B2AR arrestin | TSHR antag | ELG1 repair inh | TSG101-PTAP inh
Cc1cc(C)n(CCCNC(=O)CN(C)S(=O)(=O)c2ccc(Cl)cc2)n1 | 2% | -1% | 0% | 1% | -6% | -4% | 13% | -0.2% | 5 | 7% | -2%
Cc1cc(/C=C2\Sc3ccccc3N2C)cc(C)[n+]1CC1CCCO1 (configuration not stated) | ? | -17% | 2% | 1% | 11% | 1% | -13% | -0.1% | -45 | ? | -9%
CC1=C(C(=O)OC(C)C)C(C2CC=CCC2)NC(=O)N1 (configuration not stated) | ? | -1% | 4% | -2% | -7% | -11% | 9% | -0.1% | 2 | -7% | -8%
CCCC(NS(=O)(=O)c1ccc(-c2ccc(=O)[nH]n2)s1)c1cccs1 (configuration not stated) | 13% | 5% | 2% | 2% | 2% | -1% | -2% | 5.0% | 15 | ? | -6%
